Screens from PubChem BioAssay.
GC-A act – GC-A (human) enzyme activation. P16066. HEK293 GC-A cells, cGMP TR-FRET, EC30 ANP; 0% at EC30 ANP, 100% saturating ANP. activation, % at 10 µM. hit rate 0.14% among 370,000. AID 1671463; in the data active = activation above about 40%
rCAG binder – molecules binding r(CAG) RNA repeats; r(CAG) RNA repeat, TO-PRO-1 dye displacement fluorescence; inhibition, % at 3 µM; hit rate 1.3% among 370,000; AID 651821;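 active = inhibition above the plate cutoff, the mean of all test compounds on that plate plus 3 SD, cut at about 35% in these data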;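 also: 0% = DMSO alone and 100% = 100 µM mitoxantrone as full dye displacement; higher means more dye released from RNA so lower well fluorescence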
PG9 Ab binder – binds the HIV-1 gp120 antibody PG9 | TR-FRET gp120-PG9 antibody binding | inhibition, % at 6.7 µM | hit rate 0.43% among 360,000 | AID 624416; in the data active = inhibition above about 8.5%
ASAP1 inh – inhibitors of human ASAP1 ArfGAP activity; Q9ULH1; ASAP1-stimulated ARF1 GTP hydrolysis, GDP FP detection; inhibition, % at 16.5 µM; hit rate 0.19% among 360,000; AID 624377; in the data active = inhibition above about 25%;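 also: 0% = vehicle with enzyme and substrate and 100% = no enzyme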
Target sequence (Q9ULH1 325-724 limits assumed): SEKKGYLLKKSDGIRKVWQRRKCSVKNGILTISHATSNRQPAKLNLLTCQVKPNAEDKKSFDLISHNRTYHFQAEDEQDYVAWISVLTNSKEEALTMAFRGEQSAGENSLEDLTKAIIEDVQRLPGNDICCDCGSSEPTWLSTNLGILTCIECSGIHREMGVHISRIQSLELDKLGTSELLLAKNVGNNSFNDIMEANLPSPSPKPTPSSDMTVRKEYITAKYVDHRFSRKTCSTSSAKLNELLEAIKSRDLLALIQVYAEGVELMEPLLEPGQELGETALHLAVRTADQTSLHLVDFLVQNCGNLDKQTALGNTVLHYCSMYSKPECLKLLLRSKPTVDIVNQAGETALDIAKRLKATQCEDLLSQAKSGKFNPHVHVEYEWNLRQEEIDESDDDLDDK
GC-B act – GC-B (human) receptor activation. P20594. HEK293-GC-B cells, CNP EC30, cGMP TR-FRET; 0% at EC30 CNP, 100% saturating CNP. activation, % at 10 µM. hit rate 0.11% among 370,000. AID 1920062;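 active = activation at 10 µM reaching about 35% in either raw or pattern-adjusted values, limit read from the data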
SMARCA2 act – SMARCA2 function activation, primary screen; MG213 cells, MMTV-luciferase reporter, dexamethasone, overnight; activation, % at 9.1 µM; hit rate 1% among 370,000; AID 652017; in the data active = activation above about 7.8%;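 also: 0% = vehicle wells and 100% = reference activator wells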
ARFGAP1 inh – inhibitors of rat ARFGAP1 | Q62848 | Arfgap1-stimulated ARF1 GTP hydrolysis, GDP FP detection | inhibition, % at 16.5 µM | hit rate 0.26% among 360,000 | AID 651572;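 active = inhibition above a per-plate limit, mean inhibition of low control wells plus 3 SD, cut at about 25% in these data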;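 also: 0% = DMSO wells with enzyme and 100% = wells lacking Arfgap1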
Target sequence (Q62848 1-136 limits assumed): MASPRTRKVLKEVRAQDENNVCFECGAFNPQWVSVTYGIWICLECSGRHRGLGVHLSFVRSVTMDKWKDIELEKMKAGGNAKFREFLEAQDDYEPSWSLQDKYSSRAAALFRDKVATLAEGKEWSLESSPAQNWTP
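Assay system: Rat Arfgap1 GAP domain (His6, aa 1-136), purified enzyme | Buffer or medium: HEPES 25 mM pH 7.5, NaCl 150 mM, MgCl2, DTT | Schedule: GTP hydrolysis reaction 2 h at 25 °C | Signal: FP of antibody-bound GDP Alexa 633 tracer, ex 620/em 688 nm | Measure: Percent inhibition of Arfgap1-stimulated GTP hydrolysis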
HTRA1 inh – inhibitors of human serine peptidase HTRA1; recombinant HTRA1, FP-rhodamine activity-based probe, fluorescence polarization; inhibition, % at 5.96 µM; hit rate 0.5% among 340,000; AID 504803; in the data active = inhibition above about 36%;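 also: 0% = enzyme with DMSO and 100% = wells lacking enzyme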
Target sequence (Q92743 whole entry, looked up): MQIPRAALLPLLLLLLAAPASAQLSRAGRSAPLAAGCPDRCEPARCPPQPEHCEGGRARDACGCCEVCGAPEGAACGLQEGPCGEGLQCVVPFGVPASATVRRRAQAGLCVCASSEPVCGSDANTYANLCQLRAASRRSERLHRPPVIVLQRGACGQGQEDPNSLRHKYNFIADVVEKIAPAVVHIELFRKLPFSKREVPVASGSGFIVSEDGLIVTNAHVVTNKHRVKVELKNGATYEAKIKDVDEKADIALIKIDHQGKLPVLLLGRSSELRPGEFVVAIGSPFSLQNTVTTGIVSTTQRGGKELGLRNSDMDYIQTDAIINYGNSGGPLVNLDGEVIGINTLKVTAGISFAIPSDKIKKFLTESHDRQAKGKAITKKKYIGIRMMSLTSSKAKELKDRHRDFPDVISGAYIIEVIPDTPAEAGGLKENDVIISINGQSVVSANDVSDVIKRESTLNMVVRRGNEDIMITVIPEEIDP
Rev-erbA mod – modulators of human Rev-erb alpha DNA binding; hit rate 0.79% among 370,000; P20393; AID 1259318; activity, % at 10 µM; Rev-erbα–FITC-DNA binding, fluorescence polarization, 90 min;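 active = activity above about 14%, limit read from the data; passing the limit was not always enough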;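 also: 0% = DMSO wells with 35 nM protein and 100% = DMSO wells with 750 nM protein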
ABHD4 inh – inhibits mouse alpha/beta hydrolase domain 4; inhibition, % at 8.92 µM; AID 720543; Q8VD66; hit rate 0.54% among 370,000; purified mABHD4, FP-Rh probe fluorescence polarization;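 active = inhibition exceeding the mean over every tested compound plus 3 SD, cut at about 30% in these data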;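 also: 0% = plate median of compound wells and 100% = S159A mutant with DMSO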
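Doses – 8.92 µM, single dose · Material – wild-type mouse ABHD4 protein · Replication – single well per compound (singlicate) · Measure – percent inhibition of probe binding, normalized to plate controls · Schedule – 45 min compound pre-incubation plus 60 min probe step, 25 °C · Detection – fluorescence polarization with parallel and perpendicular emission, 525/598 nm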
* = called active by the depositor; . = no result given.

Molecule	GC-A act	rCAG binder	PG9 Ab binder	ASAP1 inh	GC-B act	SMARCA2 act	ARFGAP1 inh	HTRA1 inh	Rev-erbA mod	ABHD4 inh
CC1CCN(C(=S)Nc2ccc(F)cc2)CC1	2	-2	0.5	-6	5	-2	6	-1	1	2
CCOC(=O)C1(CC2CCCCO2)CCN(Cc2nccn2-c2cccc(C)c2)CC1 (configuration not stated)	-4	-9	-1.9	4	0	-1	-8	2	7	-7
CCOC(=O)Nc1ccc2nc3n(c(=O)c2c1)CCCCC3	2	-4	1.3	2	0	2	-10	8	-7	3
Cc1cc(NS(=O)(=O)c2ccc(NC(=O)CSc3nc4ncc(Br)cc4[nH]3)cc2)nc(C)n1	1	11	0.5	6	0	0	-6	1	-2	-2
Cc1cc(=O)oc2cc3oc(=O)cc(C)c3cc12	0	1	-0.4	-12	-1	-2	4	6	0	-2
COc1ccccc1NC1=NC(C)(C)N=C(N)N1	-3	-1	0.3	-8	-1	6	-3	-3	3	-4
CC(=O)Oc1ccc(CC(C(=O)O)N2C(=O)c3ccccc3C2=O)cc1 (configuration not stated)	0	2	-0.7	9	1	2	-4	3	1	-1
O=C(c1ccc(Cl)cc1)C1CCN(Cc2ccccc2)CC1	3	-6	-2.2	5	1	8.2*	3	-9	2	0
COc1cccc(N2CC(C(=O)OC(C)C(=O)c3ccccc3)CC2=O)c1 (configuration not stated)	4	-6	-1.4	1	-1	4	-3	2	1	4
COCCNC(=S)c1ccc(OC)cc1	4	0	-1.7	1	6	1	-1	2	2	4
Nc1c(C(=O)Nc2ccc(Cl)c(Cl)c2)sc2nc(-c3cccnc3)ccc12	12	3	2.4	1	2	-3	2	.	4	-11
CCOC(=O)c1c(N/N=C/c2ccncc2)n[nH]c1C	-5	1	1.2	4	1	2	0	0	0	-2
COc1cccc(CN(CC(=O)NCc2ccc(F)cc2)C(=O)c2ccco2)c1	1	0	-2.3	4	3	0	4	3	0	1
CCCCOc1ccccc1C1NC(=O)NC(C)=C1C(=O)OCCOCC (configuration not stated)	-11	-7	0.6	17	-1	-1	2	-9	5	-6
COc1ccc(NC(=O)N2CCCC2C(=O)Nc2ccc(C)c(Cl)c2)cc1 (configuration not stated)	2	4	-1.1	19	-1	-3	8	-10	4	-6
COCCCNS(=O)(=O)c1ccc2c(c1)CCN2C(C)=O	6	-2	0.3	8	1	-4	2	6	-3	2
CS(=O)(=O)Nc1ccccc1C(=O)OCC(=O)NC1CC1	4	2	-0.1	-5	8	-1	6	-4	-7	1
O=C(Nc1nc2ccccc2[nH]1)c1ccc(F)cc1	-4	1	0.7	6	-3	3	9	-2	-2	5
CCOC(=O)C1(Cc2ccccc2)CCCN(C2CCN(C(C)=O)CC2)C1 (configuration not stated)	1	-2	-1.0	3	3	1	2	0	-2	-11
CCOc1ccc(N(CC(=O)NC2CCC(C)CC2)S(=O)(=O)c2c(C)noc2C)cc1 (configuration not stated)	0	-3	-2.4	6	1	4	-3	4	4	-7
CCOc1ccc(NS(=O)(=O)c2cc(NC(=O)CCC(=O)c3cccs3)ccc2Cl)cc1	-2	14	-2.3	10	-1	2	5	-77	3	-60
Cc1ccc(-c2cc3c(nn2)-c2ccccc2C3=O)cc1	2	12	0.8	2	-7	5	-6	1	-25	11
COCCNC(=S)N(CCc1c(C)[nH]c2ccccc12)Cc1ccco1	-5	-8	0.1	-6	0	-3	2	-1	-3	-4
COc1ccc(O)c(-c2cc(-c3ccc(F)cc3)n[nH]2)c1	25	9	-0.7	16	-5	4	18	4	7	5
O=C(NNC1=Nc2cccc3cccc1c23)c1ccccc1Br	-8	6	-12	-6	-4	-2	-14	6	5	9
CCc1ccc2[nH]c(=O)c(CN(CCN(CC)CC)C(=O)NC3CCCCC3)cc2c1	-5	3	-1.2	-21	3	1	7	-2	-1	1
O=C(O/N=C1/CCCc2occc21)c1ccc(F)cc1	2	1	-2.0	3	-2	2	3	2	-4	4
O=C(/C=C/c1cccs1)c1cc(F)ccc1OC(=O)N1CCOCC1	-2	5	-1.1	5	6	-2	15	1	-2	-1
CC(C)(SC(=S)N1CCCCCC1)C(=O)O	0	3	1.3	-3	0	-2	-7	-1	8	2
O=C(Nc1ccccc1)c1ccccc1OCc1ccc(S(=O)(=O)N2CCOCC2)cc1	8	-3	0.7	-3	0	-6	10	4	10	-8
Cc1ncoc1C(=O)Nc1ncc([N+](=O)[O-])s1	-3	6	-1.9	1	-1	2	1	1	-6	4
CC(C)c1ccc(/C=N/NC(=O)CN(c2cccc(Cl)c2Cl)S(C)(=O)=O)cc1	-6	2	-1.5	-1	1	0	7	-8	6	-4
Cc1ccc(NC(=O)CSc2nc(=O)n(CCN3CCOCC3)c3c2CCCC3)cc1	-1	-6	-0.4	7	-4	-2	0	-1	1	-1
COc1ccc(CCN2C(=O)CCC2(C)C(=O)NCc2cccnc2)cc1OC (configuration not stated)	2	-2	-0.5	14	9	2	-8	0	-6	7
CCOC(=O)n1c(=O)n(C)c2ccc(Cl)cc21	3	-5	-0.7	6	4	-2	10	5	1	-8
CC(C)(C)c1ccc(C(=O)NCC(=O)N2CCC3(CC2)NCCc2[nH]cnc23)cc1	1	-3	-0.5	-5	5	-1	0	2	3	2
Cc1ccc(S(=O)(=O)N(C)c2ccc(C(=O)Nc3cccc(C)n3)cc2)cc1	-2	0	1.4	12	5	-3	-9	-16	5	-18
COc1ccc(S(=O)(=O)NCC(c2ccc(C)cc2)N2CCN(C)CC2)cc1OC (configuration not stated)	-1	-10	-0.8	0	-1	-1	21	5	2	-3
COc1ccc(S(=O)(=O)N2CCCCC2)cc1NC(=O)[C@@H]1CCCN1C(=O)c1cccs1	0	-1	-1.6	-1	4	1	0	13	0	-2
COc1ccccc1N1CCN(C(=O)c2cn(-c3ccccc3)nc2-c2cccnc2)CC1	-3	-5	-0.9	2	-2	-2	3	-11	5	5
COc1ccc(/C=C/C(=O)Nc2ccccc2)cc1OC	0	3	-1.7	6	-5	2	3	-7	-2	-7
Cc1ccc(NC(=O)C(=O)c2c[nH]c3ccccc23)cc1	9	7	-0.4	11	-6	3	-1	-15	0	-15
CC(C)NC(=O)c1ccc2c(c1)nnn2C	1	0	-0.4	-8	3	-1	2	-2	3	0
COc1ccc2c(c1)CCCN2C(N)=Nc1ccc(Cl)cc1	-53	11	-1.0	7	-17	0	4	6	3	0
CCOC(=O)Cn1c(=O)oc2cc(S(=O)(=O)NCc3cccs3)ccc21	4	2	3.5	5	-2	3	0	5	0	4
CC(=O)Nc1ccc(CN2C(=O)C(C)(C)ON=C2c2ccc(C(F)(F)F)cc2)cc1	-1	1	1.2	-12	0	-1	-5	.	-5	-6
CC(C)(C)C(=O)CSc1nnc(SCc2cccc3ccccc23)s1	-4	0	.	.	-4	-4	.	.	-3	-2
O=C(COC(=O)CCC(=O)c1ccc(F)cc1)NCc1ccc(Cl)cc1	-1	1	-0.7	0	3	-8	8	0	2	2
O=C(NCc1ccccc1)c1ccc(N2CCC3(CC2)CC(c2ccc(Cl)cc2)=NO3)c([N+](=O)[O-])c1	-2	8	0.2	-13	4	-1	17	-10	-3	-11
Brc1ccc(-c2nnc3sc(CNC4CCCC4)cn23)cc1	9	-1	-1.6	7	8	0	-3	3	-1	0

Complete entries as entered above.
CC1CCN(C(=S)Nc2ccc(F)cc2)CC1 in the list: GC-A act: 2; rCAG binder: -2; PG9 Ab binder: 0.5; ASAP1 inh: -6; GC-B act: 5; SMARCA2 act: -2; ARFGAP1 inh: 6; HTRA1 inh: -1; Rev-erbA mod: 1; ABHD4 inh: 2
COc1ccc(CCN2C(=O)CCC2(C)C(=O)NCc2cccnc2)cc1OC (configuration not stated) in the list: GC-A act: 2; rCAG binder: -2; PG9 Ab binder: -0.5; ASAP1 inh: 14; GC-B act: 9; SMARCA2 act: 2; ARFGAP1 inh: -8; HTRA1 inh: 0; Rev-erbA mod: -6; ABHD4 inh: 7

Further entries.
Molecule	GC-A act	rCAG binder	PG9 Ab binder	ASAP1 inh	GC-B act	SMARCA2 act	ARFGAP1 inh	HTRA1 inh	Rev-erbA mod	ABHD4 inh
C[C@@H]1CN([C@@H](C)CO)C(=O)CCCn2nncc2CO[C@@H]1CN(C)C(=O)Nc1ccc(-c2cccs2)cc1	4	5	-1.6	4	-14	1	6	0	10	-5
O=C(CSc1nc2ccccc2[nH]1)N1CCN(C(=O)c2ccco2)CC1	-9	0	2.1	17	1	0	10	0	1	-7
Cc1c(Br)c([N+](=O)[O-])nn1CC(=O)Nc1c(C)n(C)n(-c2ccccc2)c1=O	-2	-1	-2.8	-5	2	1	-4	0	-6	1
Cc1ccc(CNC(=O)c2cc(COc3c(F)cccc3F)on2)s1	2	-2	1.1	2	-3	-3	2	-27	2	-19
O=C(COC(=O)/C=C/c1ccccc1[N+](=O)[O-])NC1CC1	1	1	-0.1	-7	3	4	3	7	9	-1
COc1cc([N+](=O)[O-])ccc1NC(=O)Nc1ccc(C(=O)N2CCCC2)cc1	-6	3	-0.3	1	-4	-1	-2	0	2	-3
CCOC(=O)c1c(-c2ccc(N(C)C)cc2)oc2c1C(OC)CC2 (configuration not stated)	6	6	-0.1	9	1	-2	10	.	0	4
CC(C)(C)OC(=O)C[C@@H]1C/C=C\C[C@H](CC(=O)N[C@H](CO)Cc2ccccc2)C(=O)N[C@@H](Cc2ccccc2)COC1=O	-1	-8	-1.3	-4	6	-1	6	-2	0	6
COc1cc(OC)c(/C=N/NC(=O)c2ccc(Cn3nc([N+](=O)[O-])cc3C)cc2)c(OC)c1	5	0	-2.9	-6	2	-4	2	.	-4	0
CCCCN(C(=O)CSc1nnc(-c2ccco2)o1)c1c(N)n(Cc2ccccc2)c(=O)[nH]c1=O	-4	-3	-1.8	-2	0	5	-1	3	-1	-3
COc1ccc(C(CNC(=O)c2oc3ccc(F)cc3c2C)N2CCCCC2)cc1 (configuration not stated)	-13	-5	1.1	12	-7	-2	3	-29	-2	-1
O=C1NCCCC1C(=O)N/N=C/c1cccc([N+](=O)[O-])c1 (configuration not stated)	0	1	-1.4	-8	2	0	-3	.	-1	-4
CSc1ccc(S(=O)(=O)NC(C)c2ccccc2)cc1 (configuration not stated)	2	14	0.1	4	0	-1	6	.	-3	2
CCOC(=O)c1nn(-c2ccc(C)cc2)cc1O	2	-1	2.7	13	1	5	-10	2	5	5
c1ccc(SCc2cc(-c3ccccc3)no2)cc1	-3	-6	1.8	-10	-3	5	7	-16	6	-4
CCCC/C(O)=C1\C(=O)CC(C)(C)CC1=NCCCCCC(=O)O	1	-4	0.8	15	-3	4	13	3	-2	5
CC(=O)Nc1ccc(-c2cc(-c3ccc(NC(C)=O)cc3)nc(-c3ccccc3)n2)cc1	-16	6	-1.9	13	-5	0	4	-8	41*	-4
